Avidin fluor – compound fluoresces at 488/530 nm on avidin beads; AID 1775; fluorescence (KMESF) at 10 µM; hit rate 0.38% among 220,000; compound fluorescence 488/530 nm, flow cytometry; active compounds read high; in the data active = fluorescence above about 47; note: inactives centre near 10
Rac1 mut GTP – modulators of GTP binding to human Rac1 activated mutant | P63000 | GST-Rac1 activated beads, fluorescent GTP binding, flow cytometry; actives lie on both sides; 100% means binding = to untreated wells | percent activity (GTP binding), % at 10 µM | hit rate 0.11% among 190,000 | AID 764;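 active = GTP binding at least 20 percentage points away from the 100% baseline, in either direction, so actives lie on both sides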
HRas wt GTP – modulators of GTP binding to human HRas wildtype; AID 759; GTP binding activity, % at 10 µM; P01112; GST-Ras wt beads, Bodipy-FL-GTP binding, flow cytometry; actives lie on both sides; hit rate 0.14% among 190,000;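 active = GTP binding activity at least 20% away from the 100% baseline, either lowered as inhibitor or raised as activator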;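 note: 0% = unlabeled GTP competition control and 100% = no-compound control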
Target sequence (P01112 whole entry, looked up): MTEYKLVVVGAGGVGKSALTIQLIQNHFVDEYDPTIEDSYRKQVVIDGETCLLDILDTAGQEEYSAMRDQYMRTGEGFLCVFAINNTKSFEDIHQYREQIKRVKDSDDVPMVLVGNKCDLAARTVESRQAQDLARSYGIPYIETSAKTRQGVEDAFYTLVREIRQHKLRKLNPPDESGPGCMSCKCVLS
Pf gamet viab – kills late stage P. falciparum gametocytes | inhibition, % at 10.9 µM | hit rate 0.065% among 150,000 | P. falciparum stage V gametocytes, ATP luminescence, 24 h;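 active = inhibition above the mean plus 3 SD of compounds within the control limits, set per campaign, cut at about 38% in these data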;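 note: 0% = DMSO wells and 100% = medium only without gametocytes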
Rab2 wt GTP – changes GTP binding to wildtype dog Rab2A, up or down; hit rate 0.19% among 190,000; GTP binding activity, % at 10 µM; P61105; AID 760; GST-Rab2 wt beads, Bodipy-GTP binding, flow cytometry;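 active = GTP binding activity at least 20 points away from 100%, either lowered or raised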;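 note: 0% = beads with excess unlabeled GTP and 100% = no-compound control corrected for plate trend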
GSH bead fluor – compound fluoresces at 488/530 nm on GSH beads; GSH beads flow cytometry, compound fluorescence 488/530 nm; active compounds read high; fluorescence (KMESF) at 10 µM; hit rate 0.25% among 190,000; in the data active = fluorescence above about 89;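 note: glutathione beads carrying GST-tagged Bcl family fusion proteins plus one bare bead set; values are compound well signal with DMSO vehicle wells as background; inactives centre near 16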
Rab7 wt modul – dog Rab7 wildtype GTP binding, inhibitors and activators; GTP binding activity (percent of control), % at 10 µM; AID 758; hit rate 0.055% among 190,000; GST-Rab7 beads, fluorescent GTP binding, flow cytometry; actives lie on both sides; untreated = 100%, excess cold GTP = 0%;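 active = fluorescent GTP binding to Rab7 beads changed by at least 20 points from the 100% baseline, either direction, mostly lower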;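 note: median green fluorescence of bound Bodipy-FL-GTP per Rab7 bead population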
Rac1 wt modul – alters GTP binding to wildtype human Rac1 | P63000 | GST-Rac1 beads, fluorescent GTP binding, flow cytometry; actives lie on both sides; 0 = cold GTP competed, 100 = untreated | GTP binding activity (% of control), % at 10 µM | hit rate 0.27% among 190,000 | AID 757;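 active = GTP binding activity at least 20 points away from the 100% control level, either lower or higher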
ABCG2 block – blocks JC-1 efflux by human ABCG2 transporter; Q9UNQ0; IgMXP3 cells, flow cytometry; inhibition, % at 6.6 µM; hit rate 0.1% among 190,000; AID 1325;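 active = inhibition above 80%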;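 note: 0% = DMSO and 100% = nicardipine control wells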
Target sequence (Q9UNQ0 whole entry, looked up): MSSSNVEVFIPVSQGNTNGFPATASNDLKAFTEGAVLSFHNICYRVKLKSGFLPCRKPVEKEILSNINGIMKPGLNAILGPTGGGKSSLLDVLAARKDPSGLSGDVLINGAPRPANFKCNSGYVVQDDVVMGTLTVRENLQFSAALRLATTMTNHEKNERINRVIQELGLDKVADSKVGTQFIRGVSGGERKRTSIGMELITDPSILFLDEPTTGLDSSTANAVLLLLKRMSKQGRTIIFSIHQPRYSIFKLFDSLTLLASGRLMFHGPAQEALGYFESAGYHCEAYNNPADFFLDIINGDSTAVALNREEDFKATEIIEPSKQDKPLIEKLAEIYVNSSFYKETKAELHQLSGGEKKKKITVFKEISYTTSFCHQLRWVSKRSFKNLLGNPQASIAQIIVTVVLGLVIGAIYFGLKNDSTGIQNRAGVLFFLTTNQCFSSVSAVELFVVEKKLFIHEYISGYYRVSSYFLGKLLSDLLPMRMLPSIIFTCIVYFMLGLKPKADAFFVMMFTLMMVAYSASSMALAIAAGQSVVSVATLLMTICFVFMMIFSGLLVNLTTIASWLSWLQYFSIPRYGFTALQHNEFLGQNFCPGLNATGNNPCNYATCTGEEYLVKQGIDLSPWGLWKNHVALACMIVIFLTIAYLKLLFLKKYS
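Incubation: cells with compound and JC-1, 10 min at 25 °C, rotating, no wash / Test system: IgMXP3 (ABCG2) plus far-red-tagged CCRF-Adr (ABCB1) cells / Compound dosing: one concentration, 6.6 µM final / Also added: JC-1 fluorescent substrate / Evaluation: efflux inhibition in percent versus controls / Detection: flow cytometry, 530 nm JC-1 signal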
ABCB1 inh – blocks JC-1 efflux by human ABCB1 transporter; CCRF-Adr cells, flow cytometry; inhibition, % at 6.6 µM; hit rate 0.067% among 190,000; in the data active = inhibition above about 40%;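 note: 0% = vehicle and 100% = reference inhibitor; higher value means more JC-1 retained so stronger ABCB1 efflux block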
Cdc42 wt – modulators (inhibitors or activators) of GTP binding to human Cdc42 wildtype; P60953; GST-Cdc42 beads, Bodipy-GTP binding, flow cytometry; actives lie on both sides; percent activity (GTP binding), % at 10 µM; hit rate 0.2% among 190,000;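 active = percent activity GTP binding at least 20 points away from the 100% baseline, either down as inhibitor or up as activator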;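 note: median bead fluorescence of bound Bodipy-FL-GTP at 100 nM; 0% = excess unlabeled GTP control and 100% = no compound control; below 100% means less GTP binding so inhibitor and above means activator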
Target sequence (P60953 whole entry, looked up): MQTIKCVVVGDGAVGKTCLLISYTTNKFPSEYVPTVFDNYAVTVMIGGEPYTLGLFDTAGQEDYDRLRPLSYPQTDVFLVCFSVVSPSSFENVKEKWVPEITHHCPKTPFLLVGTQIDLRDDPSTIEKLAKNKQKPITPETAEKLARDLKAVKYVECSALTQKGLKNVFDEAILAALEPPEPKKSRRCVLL
* hit, by the source's call; nt = not tested or not shown. The order is random. About 1.1% of those tested had a hit in this group.

SMILES | Avidin fluor | Rac1 mut GTP | HRas wt GTP | Pf gamet viab | Rab2 wt GTP | GSH bead fluor | Rab7 wt modul | Rac1 wt modul | ABCG2 block | ABCB1 inh | Cdc42 wt
CC(c1ccccc1)N1CC(C(=O)NC2CCCC2)CC1=O (stereo not given) | 7 | 96 | 96 | nt | 95 | 49 | 96 | 97 | 1 | 0.5 | 98
COc1cc2nc(SCC(N)=O)n(CCC3=CCCCC3)c(=O)c2cc1OC | 7 | 98 | 98 | -11 | 97 | 17 | 92 | 102 | 4 | 1.4 | 98
CCCCNC(=O)C1COc2ccccc2O1 (stereo not given) | 7 | 100 | 104 | 12 | 102 | 18 | 101 | 105 | 1 | 0.3 | 105
CCc1nc(CN2CCCC(C(=O)c3ccc4c5c(cccc35)CC4)C2)c(C)[nH]1 (stereo not given) | 11 | 97 | 97 | nt | 98 | 15 | 97 | 101 | -2 | -3.0 | 101
CC(=O)c1ccc(Oc2ncnc3sccc23)cc1 | 7 | 101 | 100 | 3 | 99 | 11 | 105 | 98 | 17 | -1.4 | 94
COc1ccc(N(CC(=O)NC2CCCC2)C(=O)Cn2nnc(-c3ccc(C)cc3)n2)cc1 | 28 | 98 | 99 | nt | 100 | 23 | 98 | 103 | 35 | 2.4 | 102
CCOc1ccccc1N(C(=O)c1snc(C(N)=O)c1N)C(C(=O)NC1CCCC1)c1ccco1 (stereo not given) | 35 | 95 | 97 | nt | 94 | 12 | 94 | 96 | 6 | 2.6 | 97
OCCC1CN(Cc2nc(-c3ccc(F)cc3)cs2)CCN1CCc1ccccc1 (stereo not given) | 3 | 94 | 99 | -26 | 96 | 9 | 103 | 101 | 3 | 2.5 | 95
Cc1cc(NC(=NC2CC2)c2ccccc2)n(-c2ccccc2)n1 | 5 | 99 | 102 | -8 | 103 | 10 | 102 | 100 | 0 | 0.3 | 100
OC(COCC(F)(F)C(F)(F)C(F)(F)C(F)F)Cn1c2ccc(Cl)cc2c2cc(Cl)ccc21 (stereo not given) | 22 | 98 | 96 | nt | 93 | 15 | 98 | 102 | 0 | -0.2 | 94
CCOc1ccc(C(=S)N2CCN(C)CC2)cc1 | 11 | 94 | 97 | -9 | 95 | 11 | 96 | 98 | 7 | 1.3 | 96
CSc1nc(C)cc(Oc2ccc(=O)n(C)n2)n1 | 9 | 91 | 94 | -2 | 92 | 55 | 96 | 91 | 3 | 0.1 | 94
Cn1c2ccccc2c2c(C(=O)O)cn(C3CCCC3)c(=O)c21 | 5 | 96 | 95 | nt | 97 | 13 | 96 | 100 | 1 | 0.2 | 95
COc1ccc(C(=O)N2CCN(c3ccccc3OC)CC2)cc1 | 9 | 97 | 99 | 22 | 103 | 21 | 104 | 101 | 3 | 0.0 | 101
Cc1c(C(Nc2ccccn2)c2ccccc2)c(=O)n(-c2ccccc2)n1C (stereo not given) | 21 | 97 | 97 | -25 | 96 | 24 | 93 | 101 | 0 | 0.0 | 95
CCOC(=O)c1c(C)n(C)c2ccc(OC)c(NS(=O)(=O)c3ccc(Cl)s3)c12 | 16 | 101 | 106 | -9 | 104 | 17 | 95 | 102 | 11 | 1.7 | 105
CCn1c2ccccc2c2cc(N=C3SC(CC(=O)Nc4ccccc4)C(=O)N3C)ccc21 (stereo not given) | 16 | 101 | 106 | 17 | 106 | 22 | 109 | 105 | 0 | 0.0 | 105
Clc1nssc1=Nc1ccc(Br)cc1 | 5 | 94 | 99 | 12 | 99 | 11 | 105 | 99 | -10 | -5.6 | 100
Cc1nn(-c2ccccc2)c(N)c1C(c1ccc(C(C)C)cc1)c1c(C)nn(-c2ccccc2)c1N | 10 | 102 | 102 | nt | 101 | 8 | 99 | 106 | 20 | 9.3 | 99
S=c1[nH]nc(C2CCCCC2)n1/N=C/C(Cl)=C\c1ccccc1 | 6 | 97 | 99 | -1 | 99 | 15 | 101 | 102 | -7 | -1.7 | 96
CCOc1ccc(N2C(=O)/C(=C\c3ccc(O)c(OC)c3)S(=O)(=O)C2c2cccc([N+](=O)[O-])c2)cc1 (stereo not given) | 14 | 93 | 97 | 6 | 93 | 11 | 101 | 98 | -2 | -0.5 | 95
COc1c(C)cccc1C(=O)Nc1ccc(CN2CCCCC2)cc1 | 37 | 100 | 101 | 1 | 101 | 17 | 102 | 103 | 3 | 0.9 | 102
COc1ccc(NC(=O)CC2C(=O)N(c3ccc(Cl)cc3)C(=S)N2CCc2ccccn2)cc1 (stereo not given) | 18 | 100 | 101 | 22 | 99 | 17 | 100 | 104 | 26 | 2.6 | 99
Cc1scc(C(=O)N/N=C/c2ccc(OCC(C)C)cc2)c1C | 5 | 98 | 99 | -1 | 98 | 19 | 98 | 100 | 7 | 0.3 | 100
CC(C)(C)NC(=O)C(c1ccco1)N(C(=O)c1ccc(CN2CCOCC2)o1)c1ccccc1 (stereo not given) | 4 | 102 | 102 | 3 | 102 | 20 | 97 | 104 | 1 | 0.2 | 102

Part of the list above, with two lines to a compound.
The line under a structure holds: Avidin fluor | Rac1 mut GTP | HRas wt GTP | Pf gamet viab | Rab2 wt GTP | GSH bead fluor | Rab7 wt modul | Rac1 wt modul | ABCG2 block | ABCB1 inh | Cdc42 wt
> CC(c1ccccc1)N1CC(C(=O)NC2CCCC2)CC1=O (stereo not given)
  7 | 96 | 96 | nt | 95 | 49 | 96 | 97 | 1 | 0.5 | 98
> COc1cc2nc(SCC(N)=O)n(CCC3=CCCCC3)c(=O)c2cc1OC
  7 | 98 | 98 | -11 | 97 | 17 | 92 | 102 | 4 | 1.4 | 98
> CCCCNC(=O)C1COc2ccccc2O1 (stereo not given)
  7 | 100 | 104 | 12 | 102 | 18 | 101 | 105 | 1 | 0.3 | 105
> CCc1nc(CN2CCCC(C(=O)c3ccc4c5c(cccc35)CC4)C2)c(C)[nH]1 (stereo not given)
  11 | 97 | 97 | nt | 98 | 15 | 97 | 101 | -2 | -3.0 | 101
> CC(=O)c1ccc(Oc2ncnc3sccc23)cc1
  7 | 101 | 100 | 3 | 99 | 11 | 105 | 98 | 17 | -1.4 | 94
> COc1ccc(N(CC(=O)NC2CCCC2)C(=O)Cn2nnc(-c3ccc(C)cc3)n2)cc1
  28 | 98 | 99 | nt | 100 | 23 | 98 | 103 | 35 | 2.4 | 102
> CCOc1ccccc1N(C(=O)c1snc(C(N)=O)c1N)C(C(=O)NC1CCCC1)c1ccco1 (stereo not given)
  35 | 95 | 97 | nt | 94 | 12 | 94 | 96 | 6 | 2.6 | 97
> OCCC1CN(Cc2nc(-c3ccc(F)cc3)cs2)CCN1CCc1ccccc1 (stereo not given)
  3 | 94 | 99 | -26 | 96 | 9 | 103 | 101 | 3 | 2.5 | 95

Going on with the list.
SMILES | Avidin fluor | Rac1 mut GTP | HRas wt GTP | Pf gamet viab | Rab2 wt GTP | GSH bead fluor | Rab7 wt modul | Rac1 wt modul | ABCG2 block | ABCB1 inh | Cdc42 wt
CCO[C@@H]1OC(C(=O)N2CCN(Cc3ccccc3)CC2)=C[C@H](c2ccc(C(F)(F)F)cc2)[C@H]1CCCO | 5 | 96 | 97 | nt | 96 | 17 | 97 | 95 | 18 | 12 | 95
COc1cc(S(=O)(=O)n2nnc3ccccc32)c(OC)cc1Cl | 8 | 98 | 102 | nt | 96 | 22 | 100 | 102 | 0 | -1.3 | 100
O=C(/C=C/Nc1ccccc1)C(F)(F)F | 23 | 99 | 100 | nt | 102 | 11 | 107 | 100 | 2 | 0.5 | 96
O=c1c2ccccc2ncn1Cc1ccc(Cl)cc1 | 27 | 94 | 92 | nt | 94 | 8 | 93 | 94 | 1 | 0.0 | 95
COc1ccc2nc(N/C(=N/S(=O)(=O)c3cccs3)c3ccccc3Cl)sc2c1 | 9 | 85 | 89 | nt | 90 | 16 | 93 | 92 | -1 | -0.2 | 91
COc1ccc(N2CCN(C(=O)NC3CCCCC3)CC2)cc1 | 23 | 99 | 98 | -23 | 99 | 12 | 101 | 102 | 15 | 2.3 | 98
COc1cc2c(cc1OC)C(c1cc3cc4c(cc3[nH]c1=O)OCO4)N(C(=O)C1CC1)CC2 (stereo not given) | 23 | 98 | 100 | -9 | 99 | 14 | 99 | 101 | 2 | 0.4 | 98
O=C(Nc1ccc(N2CCCC2)c(Cl)c1)c1cccc(-c2cc3ccccc3oc2=O)c1 | 13 | 99 | 101 | -6 | 98 | 18 | 99 | 107 | -2 | -0.1 | 108
CCOC(=O)c1nc2cc3n(c(CC(C)C)c-2c1C)CC(C)=C3C | 21 | 103 | 106 | nt | 105 | 22 | 105 | 110 | 2 | 0.8 | 104
Cc1ccc(OCc2nnc(NC(=O)Cc3cccs3)s2)cc1 | 9 | 97 | 97 | nt | 98 | 20 | 101 | 97 | -2 | 0.2 | 97
O=c1[nH]c(SCc2nc3c(cnn3-c3ccccc3)c(=O)[nH]2)nc2ccccc12 | 18 | 94 | 100 | 18 | 96 | 9 | 99 | 95 | 0 | 0.0 | 96
O=C1c2ccccc2-c2c1cccc2C(=O)N1CCCCC1 | 6 | 99 | 102 | nt | 98 | 15 | 99 | 105 | 0 | 0.7 | 102
O=C(Nc1ncc(Cc2cccc(C(F)(F)F)c2)s1)c1ccc(-c2cccc([N+](=O)[O-])c2)o1 | 11 | 92 | 91 | -3 | 94 | 11 | 96 | 96 | -4 | -0.4 | 98
COc1cccc(/C=N/NC(=O)CO/N=C(\C)c2cccs2)c1OC | 19 | 93 | 99 | 19 | 96 | 10 | 102 | 95 | 1 | 0.1 | 95
Cc1nn(C)c(C)c1NS(=O)(=O)c1ccc(N2CCCC2=O)cc1 | 11 | 99 | 100 | nt | 99 | 11 | 99 | 102 | 0 | -0.2 | 100
COc1ccc(N(CC(=O)NCCSCc2c(F)cccc2Cl)S(C)(=O)=O)cc1OC | 10 | 103 | 102 | nt | 101 | 5 | 98 | 105 | 1 | 0.5 | 103
O=C(CC(c1ccco1)C1CCCCC1=O)c1ccco1 (stereo not given) | 7 | 99 | 99 | nt | 99 | 12 | 98 | 106 | 0 | 0.0 | 102
Cc1csc(NC(=O)[C@@H]2CCCN2C(=O)c2cccs2)n1 | 23 | 97 | 98 | nt | 100 | 11 | 106 | 101 | 2 | 0.6 | 100
Cc1ccc(SC(=O)COc2ccccc2C)cc1 | 13 | 96 | 97 | nt | 99 | 8 | 97 | 97 | 0 | -0.1 | 94
O=C(O)C1CCCCC1C(=O)Nc1cc(Cl)ccc1Cl (stereo not given) | 5 | 96 | 98 | nt | 97 | 30 | 100 | 98 | 0 | -0.2 | 98
CCOC(=O)C1=C(c2ccccc2)NC(=O)NC1c1ccc(OC)c(OC)c1 (stereo not given) | 22 | 98 | 103 | -25 | 99 | 11 | 105 | 96 | 3 | 0.5 | 98

Source: PubChem (several laboratories)
